Screening results (PubChem)
UPR CHOP act = activators of apoptotic CHOP UPR arm, primary screen, cell-based, CHO-CHOP luciferase reporter, luminescence, uHTS; UPR activation; percent of tunicamycin response over DMSO baseline; activation, % at 10 µM; actives 0.34% (n = 330,000); AID 449763, 2010;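 active means at 10 µM dose, activation of 40% or more, normalized to positive control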;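 further: 100% = tunicamycin at 10 µg/mL and 0% = DMSO alone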
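Dosing – one dose, 10 µM in 0.5% DMSO · System – CHO-CHOP cells, stable luciferase reporter of PERK-eIF2a-CHOP signalling · Input – 500 cells/well · Control set – tunicamycin 10 µg/mL final as positive, DMSO-only wells as negative · Timing – 6 h compound treatment, 37 °C · Measure – % activation vs tunicamycin · Technique – luminescence read with Steady-Glo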
TIM10 inh = growth inhibitors of isogenic TIM10 control yeast, primary screen, counter-screen for tim10-1 yeast inhibitor project, luminescence, uHTS. S. cerevisiae TIM10 strain growth, BacTiter-Glo luminescence, 24 h. inhibition, % at 10 µM. actives 1.4% (n = 330,000);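 active means inhibition of 40% or more at the single tested concentration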;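 further: wild-type TIM10 isogenic control strain grown at permissive 25 °C; 0% = DMSO yeast wells and 100% = minimal medium wells without yeast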
tim10-1 inh = growth inhibitors of tim10-1 mutant yeast, primary screen, luminescence, uHTS. inhibition, % at 20 µM. actives 2.2% (n = 330,000). S. cerevisiae tim10-1 ts strain growth, BacTiter-Glo, 24 h. AID 463190, 2010;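 active means inhibition of at least 40%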;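 further: mutant grown at 25 °C; 0% = DMSO wells with yeast and 100% = wells holding no yeast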
APJ ag = agonists of human apelin receptor APJ, primary screen, CHO-K1 cells, PathHunter beta-arrestin, luminescence. actives 0.11% (n = 330,000). 0% DMSO wells, 100% apelin. activation, % at 20 µM. P35414;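 active means activation more than six SD over the plate average, tested at 20 µM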;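 further: 0% = DMSO alone and 100% = apelin-13 at 10 nM; some results filed as inactive read as strong as hits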
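assay system = CHO-K1 APJ beta-arrestin complementation cell line | input = cell density 1000 per well | dosing = compound 20 µM once, DMSO 1% | timing = compound 90 min 25 °C, reagent 1 h | measured by = luminescence from split beta-galactosidase complementation, Galacton Star/Emerald II substrate | read-out basis = APJ agonist activity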
NR3A LBD binder = binders of NR3A ligand-binding domain, primary screen, biophysical, differential scanning fluorimetry, uHTS. Glutamate receptor ionotropic, NMDA 3A (GRIN3A) ligand-binding domain. actives 2.5% (n = 340,000). Tm shift relative to glycine control, % at 25 µM. NR3A LBD differential scanning fluorimetry, Tm shift; 0% = protein alone, 100% = glycine-bound protein. AID 1259313, 2017;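 active means melting temperature shift of at least 10% of the positive control shift, at one fixed dose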
tim23-1 inh = growth inhibitors of tim23-1 mutant yeast, primary screen, luminescence, uHTS; S. cerevisiae tim23-1 growth, BacTiter-Glo luminescence, 24 h; inhibition, % at 20 µM; actives 1.3% (n = 330,000);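 active means growth inhibition of the mutant yeast at or above 50%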;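 further: temperature-sensitive mutant grown at 25 °C; plate controls were DMSO-treated mutant yeast for no effect and medium wells lacking yeast for full effect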
NALP3 yeast inh = NALP3 inflammasome inhibitors in reconstituted yeast, primary screen, luminescence, uHTS | Yeast reconstituted NLRP3/ASC/caspase-1, beta-gal luminescence, 24 h | inhibition, % at 10 µM | actives 0.39% (n = 330,000);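 active means inhibition of 50% or more; inactive means inhibition below 50%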;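 further: plate controls were induced DMSO wells for no effect and uninduced yeast grown without galactose for full effect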
Mdm2-MdmX inh = inhibitors of human Mdm2-MdmX association, primary screen, cell-based, luminescence, split luciferase, SaOS-2, uHTS; Protein Mdm4 (Homo sapiens) + E3 ubiquitin-protein ligase Mdm2 (Homo sapiens), …; SaOS-2 split-luciferase Mdm2/MdmX complementation; inhibition, % at 8 µM; AID 485346, 2010; actives 3% (n = 330,000);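 active means inhibition of at least 50% at 8 µM in the primary screen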
Target sequence (O15151 whole entry, looked up): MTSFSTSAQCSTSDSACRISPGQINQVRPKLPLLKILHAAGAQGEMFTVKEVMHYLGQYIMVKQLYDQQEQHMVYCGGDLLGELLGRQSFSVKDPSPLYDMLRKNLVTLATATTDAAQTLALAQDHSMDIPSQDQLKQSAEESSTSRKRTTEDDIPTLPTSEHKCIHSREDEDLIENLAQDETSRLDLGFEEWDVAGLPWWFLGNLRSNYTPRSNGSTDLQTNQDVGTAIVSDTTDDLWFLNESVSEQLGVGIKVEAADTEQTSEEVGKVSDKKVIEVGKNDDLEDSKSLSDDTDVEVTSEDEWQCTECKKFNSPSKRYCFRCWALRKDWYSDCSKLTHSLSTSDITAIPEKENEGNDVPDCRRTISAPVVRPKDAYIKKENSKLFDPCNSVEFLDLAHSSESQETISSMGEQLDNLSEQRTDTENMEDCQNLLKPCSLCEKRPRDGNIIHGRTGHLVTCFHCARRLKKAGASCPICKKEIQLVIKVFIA
Target sequence (Q00987 whole entry, looked up): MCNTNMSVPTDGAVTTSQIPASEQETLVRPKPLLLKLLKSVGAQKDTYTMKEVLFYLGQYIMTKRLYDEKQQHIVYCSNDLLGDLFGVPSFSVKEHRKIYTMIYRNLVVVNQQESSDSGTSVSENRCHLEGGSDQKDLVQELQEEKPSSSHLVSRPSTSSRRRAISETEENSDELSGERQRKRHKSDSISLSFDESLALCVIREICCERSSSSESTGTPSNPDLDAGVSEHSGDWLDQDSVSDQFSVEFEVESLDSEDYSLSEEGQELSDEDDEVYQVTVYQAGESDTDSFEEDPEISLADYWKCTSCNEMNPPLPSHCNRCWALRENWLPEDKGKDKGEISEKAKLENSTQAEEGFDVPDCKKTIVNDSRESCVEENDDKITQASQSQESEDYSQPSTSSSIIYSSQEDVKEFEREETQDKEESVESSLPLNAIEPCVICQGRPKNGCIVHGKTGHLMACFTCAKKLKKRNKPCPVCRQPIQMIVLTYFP
UPR XBP1 act = activators of adaptive XBP1 UPR arm, primary screen, cell-based, CHO-XBP1 luciferase reporter, luminescence, uHTS; IRE1-XBP1 UPR activation; percent of tunicamycin response, DMSO as zero; activation, % at 20 µM; actives 0.33% (n = 330,000);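 active means versus positive control, 20 µM dose yields 30% or more activation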;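 further: 100% = tunicamycin at 10 µg/mL and 0% = DMSO only wells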
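Material: IRE1-XBP1 luciferase reporter CHO line / Quantity: one thousand reporter cells per well / Buffer or medium: F12 with 10% serum / Compound: 20 µM single concentration, DMSO 1% / Times: 6 h treatment, 37 °C / Detection: Steady-Glo luciferase glow luminescence, 10 min after reagent addition / Benchmarks: tunicamycin high, DMSO low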
Starred values were filed as active, the others as inactive; x = no result given.

SMILES	UPR CHOP act	TIM10 inh	tim10-1 inh	APJ ag	NR3A LBD binder	tim23-1 inh	NALP3 yeast inh	Mdm2-MdmX inh	UPR XBP1 act
CC(=O)c1ccc(OC(=O)CCc2nc3ccccc3s2)cc1	-0.8	1	2	0	1	14	4	16	1
COc1ccc([C@H]2[C@H](C(=O)C(C)(C)C)N3N=Cc4ccccc4C3C23C(=O)OC(C)(C)OC3=O)cc1 (stereo partly drawn)	-0.3	10	35	1	2	15	16	-21	0
COC(=O)Cn1ccc(N(C)C)c(C#N)c1=O	-1.1	0	-6	-3	-1	-8	7	-13	0
CC[C@@]12C(=O)N(c3cccc(Br)c3)C(=O)N1[C@H](c1ccc(Cl)cc1)[C@@H]1C(=O)N(C3CCCCC3)C(=O)[C@@H]12	1.9	13	7	12	-9	18	6	1	0
COc1ccc(N2CCN(C(=O)CCc3ccccc3OC)CC2)cc1	3.9	15	24	-1	0	10	5	-13	-3
CCOC(=O)c1sc2ncnc(OC)c2c1C	1.5	-17	0	3	-7	-3	12	-7	2
CCOC(=O)c1sc(SC)nc1N	0.1	-1	-8	-3	0	-7	11	6	6
CCCCn1c(CN2CCN(C)CC2)nc2ccccc21	0.3	3	6	-1	-1	-15	10	6	3
O=C(Nc1cc(Cl)cc(Cl)c1)c1cccnc1	2.4	-2	-19	-1	0	19	31	5	1
COc1cccc(C(CC(=O)O)NS(=O)(=O)c2ccc3c(c2)N(C(C)=O)CC(C)O3)c1 (stereo not drawn)	0.1	0	5	-5	1	6	-3	13	-2
Cc1ccc(CSc2nnc(-c3ccncc3)n2CC2CCCO2)cc1 (stereo not drawn)	-0.1	22	-11	3	0	-14	3	-26	-1
CCCCCn1c(N2CCOCC2)nc2c1c(=O)n(CC(N)=O)c(=O)n2C	1.8	3	-5	0	0	6	8	-1	1
Cc1cc(SCC(=O)N(C)C2CCCCC2)nc2ccccc12	2.0	15	-3	-4	2	44	17	-6	-4
Cc1nn(Cc2ccc(Cl)cc2Cl)c(Cl)c1/C=N/NC(=O)CNc1cccc(C(F)(F)F)c1	1.7	3	8	4	x	-14	7	84*	3
COc1cc(C2/C(=C(\O)c3ccc4c(c3)CC(C)O4)C(=O)C(=O)N2CC2CCCO2)cc(OC)c1OC (stereo not drawn)	1.5	6	2	12	0	10	8	6	-2
OCC(O)/C=N/Nc1nc(N2CCCCC2)nc(N2CCCCC2)n1 (stereo not drawn)	-1.2	21	36	-1	2	34	3	-6	-7
COc1ccc(NC(=O)c2c(NC(=O)CNCC(C)C)sc3c2CCC3)c(OC)c1	0.4	13	26	-3	-1	-10	-7	10	2
CCc1cc(C(c2ccc(F)cc2)N2CCOCC2)c(NC(=O)c2ccccc2)s1 (stereo not drawn)	2.9	-9	19	-2	1	26	16	37	-3
Cc1cc(C(=O)N2CCN(c3ccccc3)CC2)no1	-0.2	2	6	-3	0	19	-10	-28	-2
O=C(CSCc1ccc(Cl)cc1)Nc1ccc2c(c1)OCO2	-1.1	3	25	4	-8	8	11	-6	-1
Cc1cccc(-n2nc([N+](=O)[O-])c(N3CCN(C(=O)c4ccco4)CC3)[n+]2[O-])c1	-1.2	13	25	9	-1	-55	12	-29	-4
Cc1[nH]c(C)c(S(=O)(=O)N2CCN(c3ccc(Cl)cc3)CC2)c1C(=O)N1CCCC1	0.6	-2	22	0	4	16	2	9	-5
NC(=O)N/N=C/c1cc(Br)ccc1OCC(=O)NCc1ccccc1	0.7	17	6	-2	-6	1	1	4	-3
O=C(C1CCCN(Cc2ccccc2Cl)C1)N1CCCCC1 (stereo not drawn)	0.6	9	-18	-4	-1	17	18	13	0
O=C1CCC(C(=O)OCc2cc(=O)oc3ccc4ccccc4c23)=NN1	-1.8	-1	1	-3	-2	-13	-1	4	-2
Cc1ccc(S(=O)(=O)NCCNc2ccc([N+](=O)[O-])cc2)cc1	-0.5	3	15	-1	-3	7	12	25	-8
Cn1c(CN2CCOCC2)nnc1SCc1ccccc1	2.2	-6	9	-3	2	17	-13	1	0
Cc1ccsc1/C=N/NC(=O)c1cccs1	7.8	8	-34	-2	-2	9	22	-19	2
CCc1ccc(NC(=O)CNC(=O)c2nn(-c3ccc(OC)cc3)c(=O)c3ccccc23)cc1	0.7	11	7	2	-2	2	10	9	1
C[C@@]12CCC=C[C@H]1[C@H](c1ccc3ccccc3c1/C=C/c1ccccc1)N(Cc1ccccc1)C2=O	0.4	4	5	-2	-2	15	13	65*	1
COc1cc(C)c(Cl)cc1S(=O)(=O)N1CCSC1	0.5	9	17	1	-2	19	-9	-2	-2
COc1ccccc1-n1c(C)c(C(=O)O)c2cc(OC)c3ccccc3c21	2.0	1	34	-2	1	37	6	-34	2
CCCOc1ccc(Oc2ccc(S(=O)(=O)N3CCN(C)CC3)cn2)cc1	2.6	8	13	4	0	12	26	10	-2
CCCNC(=S)N1CCN(CC)CC1	1.2	-2	10	1	-2	8	-6	5	0
COC(=O)c1sccc1NC(=O)Nc1ccccc1OC	3.6	9	7	-4	1	8	16	-15	-2
Cc1ccc(S(=O)(=O)N2CCCCC2)cc1NC(=O)CSc1nc(N)cc(=O)[nH]1	0.9	3	-5	-3	0	10	17	20	0
O=C(CN1C(=O)/C(=C/c2ccccc2)SC1=S)Nc1ncc(Cc2ccccc2)s1	0.4	12	25	-3	0	-10	19	-8	2
Cn1nccc1C(=O)N1CCC(Cc2ccccc2)CC1	-1.9	0	7	0	-2	-2	19	8	-3
CC1=NN(c2ccccc2)C(=O)/C1=C\c1cc(C)n(-c2cccnc2)c1C	2.7	13	11	-2	-1	15	12	8	5
COc1ccc(CNCCC2(Cc3ccccc3)CC(C)N(C)CC2C)cc1OC (stereo not drawn)	0.2	0	-9	-2	-1	14	24	61*	0
COc1ccccc1CNC(=O)CN(Cc1ccc(Cl)cc1)S(C)(=O)=O	-1.2	8	24	-1	-5	14	25	7	-1
CSCCC(NC(=O)c1ccc(Cl)cc1Cl)C(=O)NNC(=O)c1ccncc1 (stereo not drawn)	0.2	1	-10	-2	0	9	13	9	-3
O=C(NCc1ccc(C(F)(F)F)cc1)c1ccc2c(c1)S(=O)(=O)c1ccccc1C2=O	2.3	-11	-10	15	0	-12	6	-11	-1
COc1ccccc1/C=N/Nc1cc(C)nc(N2CCOCC2)n1	2.9	12	10	-2	0	6	42	-7	-2
Cc1c(Cl)c(C(=O)N2CCCC2)nn1C	0.7	2	1	2	2	-13	3	10	2
CN(C)Cc1ccc(O)c(CCc2ccccc2)n1	-0.2	-6	0	-4	2	7	4	9	0
CO/N=C/C(=N\Nc1cc(OC)cc(OC)c1)C(=O)c1ccccc1	-1.1	15	28	-4	1	13	6	9	-1
COc1cc(CNCCc2ccc(S(N)(=O)=O)cc2)ccc1OCc1ccc(Cl)cc1	2.2	9	2	9	-5	13	5	54*	1
CCN(CC)C(=O)[C@H]1C[C@H](CC(=O)NCc2ccc(OC)c(OC)c2)C(=O)N2CCc3c([nH]c4cc(CCC(=O)N(C)C)ccc34)[C@]12C	-0.2	5	9	x	1	28	x	10	-1
Cc1ccc2c(c1)C(=O)N1[C@H]3c4cc(Br)ccc4OC[C@@H]3[C@H](c3ccccc3)[C@]1(C)C(=O)N2	-1.1	11	14	-2	-2	32	4	49	-3
Cc1ccnc(NS(=O)(=O)c2ccccc2)c1	0.1	0	-12	-2	3	-5	5	3	-3
CCOc1ccc(C(C)=O)cc1CN1C(=O)NC2(CCCCCCC2)C1=O	-0.3	6	9	1	1	24	10	5	-2
Cc1cc(-c2csc(NC(=O)c3ccc(=O)n(C)n3)n2)c(C)n1CC1CCCO1 (stereo not drawn)	-0.4	4	26	-4	-1	-5	8	-2	-1
Cc1ccc(C2C=C(c3ccccc3)Nc3nc(N4C(=O)CCC4=O)nn32)cc1 (stereo not drawn)	0.8	12	3	-3	-1	8	-2	-11	3
CC(C)N1C(=O)S/C(=C/c2cccnc2)C1=O	1.2	20	31	0	-1	34	3	29	5
COC(=O)c1ccc(NC(=O)Cn2nc(-c3ccncc3)nc2SCC(=O)Nc2nccs2)cc1	0.0	-33	13	-1	-5	-17	4	-8	2
CCn1c(SCC(N)=O)nc2c(c1=O)C1(CCCC1)Cc1ccccc1-2	-1.3	-20	13	-7	-2	22	11	10	-1
COc1ccc(C(=O)NCCS(=O)(=O)N2CCc3ccccc3C2)cc1OC	2.4	-2	11	-6	2	14	15	16	-1
C=C1c2cc3c(cc2NC(=S)N1Cc1ccccc1)OCO3	0.3	0	28	0	8	28	34	3	-3
Cc1cccc(C)c1N(CC(=O)N/N=C/c1cc(Br)c(C)o1)S(C)(=O)=O	7.4	0	-1	4	7	9	20	-14	-2

Two entries picked at random from those above, as already listed:
SMILES	UPR CHOP act	TIM10 inh	tim10-1 inh	APJ ag	NR3A LBD binder	tim23-1 inh	NALP3 yeast inh	Mdm2-MdmX inh	UPR XBP1 act
Cc1ccnc(NS(=O)(=O)c2ccccc2)c1	0.1	0	-12	-2	3	-5	5	3	-3
COc1ccccc1/C=N/Nc1cc(C)nc(N2CCOCC2)n1	2.9	12	10	-2	0	6	42	-7	-2

Remaining list, next part:
SMILES	UPR CHOP act	TIM10 inh	tim10-1 inh	APJ ag	NR3A LBD binder	tim23-1 inh	NALP3 yeast inh	Mdm2-MdmX inh	UPR XBP1 act
Nc1nonc1-n1nnc(C(=O)N/N=C/c2ccc(Br)cc2)c1-c1ccc2c(c1)OCO2	0.6	3	20	9	10	12	-5	14	4
CCN(CC)c1ccc(NC(=O)C2CCCN(S(=O)(=O)c3cnc[nH]3)C2)c(C)c1 (stereo not drawn)	1.6	11	-19	-5	1	5	8	-40	-1
Nc1ccc(C(=O)N/N=C/c2cn(Cc3ccccc3)c3ccccc23)cc1	2.2	-2	-2	0	6	12	33	14	-4
O=C1C(=O)c2ccccc2C(O)=C1c1cccc([N+](=O)[O-])c1	1.6	16	0	-8	-1	11	2	24	-2
CC1(c2nnc(-c3cccc(Cl)c3)o2)CC(c2ccccc2)=NO1 (stereo not drawn)	-2.0	-17	9	-2	3	19	36	-9	-2
COc1cc(C=O)ccc1OCCOCCOc1cc(C)ccc1Cl	0.4	-1	6	2	-1	17	8	15	-2

Of the compounds above, these contain a CF3 group:
SMILES	UPR CHOP act	TIM10 inh	tim10-1 inh	APJ ag	NR3A LBD binder	tim23-1 inh	NALP3 yeast inh	Mdm2-MdmX inh	UPR XBP1 act
Cc1nn(Cc2ccc(Cl)cc2Cl)c(Cl)c1/C=N/NC(=O)CNc1cccc(C(F)(F)F)c1	1.7	3	8	4	x	-14	7	84*	3
O=C(NCc1ccc(C(F)(F)F)cc1)c1ccc2c(c1)S(=O)(=O)c1ccccc1C2=O	2.3	-11	-10	15	0	-12	6	-11	-1
